Integrin act MD – integrin-mediated muscular dystrophy alleviation activation. alpha7betagal myoblasts, beta-gal FDG fluorescence, 48 h. Potency, µM (top dose mostly 38.3 µM), inactives show at the top dose activation, hits mostly activators. actives 0.064% (n = 350,000). AID 624291;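 note: potency is the fitted concentration of half-maximal effect; 100% = response of the positive control SU9516; nearly all actives have a fitted effect of over 60% in size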
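Alpha7betagal+/- myoblasts (passage 13) were plated 16-24 hr, then exposed to compounds (1:260 dilution of DMSO stock) for 48 hours at 37C. After MPER lysis, β-galactosidase reporter activity was read as FDG fluorescence (ex 480/em 540) after 30 minutes.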
MLL CXXC-DNA inh – MLL CXXC-DNA interaction inhibition; Q03164; MLL-CXXC / FITC-HOXA9 DNA fluorescence polarization; Potency, µM (highest dose often 115 µM), without a hit: at the top dose activity change, negative = inhibition, actives largely listed as inhibitors; actives 0.037% (n = 290,000); AID 2662; active = well fitted inhibition curve with a large enough effect in the polarisation, with a control signal flat, not every such curve was filed as active; inconclusive = small, poorly fitted or top-dose-only effect, or effect the other way, or a change in a side signal; inactive = no such curve, though single readings can be large or run the other way; the % refers to the polarisation; note: potency is the fitted concentration of half-maximal effect
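Steps: dispense CXXC domain solution (7 uM) → pin compounds or unlabeled HOX-A9 DNA control → 5 min ambient → add FLSN-HOX-A9 solution (50 nM) → spin → 30 min ambient → fluorescence polarization. Tris pH 7.5/NaCl/DTT/BSA buffer.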
TRPV1 agonist – human TRPV1 agonism | Q8NER1 | TRPV1-expressing cells, Fluo-8 calcium influx, agonist mode | activation, % at 8.33 µM | actives 0.19% (n = 320,000); in the data active = activation above about 80%; inconclusive = between about 30% and that limit; note: 0% is about no effect
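TRPV1-expressing cells were cultured overnight at 35.5C and loaded with Fluo-8 calcium dye for 40 to 90 min at room temperature. After a 10 s baseline, compound was added and calcium influx was read kinetically for 3 min (ex 480/em 520 nm).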
FBPA coupling cs – inhibits coupling enzyme system, counter-screen for aldolase hits. coupling enzyme system counterscreen, AmpLite Red fluorescence. activity change, negative = inhibition, % at 58.2 µM, hits read low. actives 0.67% (n = 290,000). AID 2472; in the data active = activity change below about -30%; note: % is set by controls: 0 for no effect and ±100 for the full control effect
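Counterscreen lacking aldolase: glyceraldehyde-3-phosphate coupling-enzyme reagent preincubated 10 min at RT with compound (at 57.5 uM final), then substrate/coupling system with AmpLite Red added; fluorescence read at 525/598 nm after 20 min RT.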
GALK inhibitor – inhibitors of human galactokinase; P51570; Purified GALK, Kinase-Glo residual ATP luminescence; Potency, µM (doses to about 57.5 µM), inactives show at the top dose activity change, negative = inhibition, hits mostly inhibitors; actives 0.007% (n = 270,000); AID 1868; note: potency is the fitted concentration of half-maximal effect; % is set by controls: 0 for no effect and ±100 for the full control effect
Target sequence (P51570 whole entry, looked up): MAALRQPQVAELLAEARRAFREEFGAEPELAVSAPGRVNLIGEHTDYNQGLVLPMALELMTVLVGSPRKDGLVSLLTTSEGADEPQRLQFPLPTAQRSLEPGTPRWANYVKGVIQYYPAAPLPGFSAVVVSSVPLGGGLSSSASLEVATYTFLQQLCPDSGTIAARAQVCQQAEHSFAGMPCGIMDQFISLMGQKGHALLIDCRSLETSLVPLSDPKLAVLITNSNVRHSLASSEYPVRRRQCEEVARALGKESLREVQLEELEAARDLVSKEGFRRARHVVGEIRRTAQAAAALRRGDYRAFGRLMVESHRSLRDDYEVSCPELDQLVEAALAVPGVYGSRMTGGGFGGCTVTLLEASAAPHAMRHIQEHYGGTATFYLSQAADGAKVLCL
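Compounds were pin-transferred into ATP buffer (35 uM final), then GALK plus galactose (5 nM, 100 uM final) was added. After 1 h at room temperature, Kinase-Glo Plus was added and luminescence read after 10 min.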
hERG WT inh – inhibitors of human wildtype KCNH2 potassium channel. Q12809. U2OS, BacMam KCNH2, thallium flux FluxOr; hits give low values. activity change, % at 1.84 µM. actives 0.37% (n = 340,000). AID 720551;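 active = maximum activity change below -70%; inconclusive = maximum activity change between -70% and -50%; inactive = maximum activity change above -50%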; note: % is set by controls: 0 for no effect and ±100 for the full control effect
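U2OS cells transduced with wild-type KCNH2 virus are loaded with FluxOr dye for 45 min, and thallium flux is measured in kinetic reads before and after stimulation buffer. Rate constants are normalized to DMSO controls.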
ASM inhibitor – human S-ASM enzyme inhibition; actives 0.006% (n = 340,000); Potency, µM (doses to about 57.5 µM), for inactives: at the top dose activity change, negative = inhibition, most hits filed as inhibitors; P17405; placental ASM, HMU-PC fluorogenic substrate, 60 min; note: potency is the fitted concentration of half-maximal effect
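HMU-PC0 cleavage (9 uM final) by human placental ASM, 60 min at 37 °C following 10 min compound exposure at RT; stopped at pH 10, fluorescence Ex 386/Em 447 nm.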
MBNL1-CUG inh – MBNL1-poly(CUG) RNA binding inhibition. TR-FRET MBNL1-His/biotin-(CUG)12 binding, 665/545 ratio. actives 0.036% (n = 280,000). AID 2675. Q9NR56. Potency, µM (doses to about 57.5 µM), inactives show at the highest dose activity change, negative = inhibition, hits mostly inhibitors; active = well fitted inhibition curve with a large enough effect in the signal ratio, with a control signal flat, not every such curve was filed as active; inconclusive = small, poorly fitted or top-dose-only effect, or effect the other way, or a change in a side signal; inactive = no such curve, though single readings can be large or run the other way; the % refers to the signal ratio; note: potency is the fitted concentration of half-maximal effect; % is set by controls: 0 for no effect and ±100 for the full control effect
Target sequence (Q9NR56 whole entry, looked up): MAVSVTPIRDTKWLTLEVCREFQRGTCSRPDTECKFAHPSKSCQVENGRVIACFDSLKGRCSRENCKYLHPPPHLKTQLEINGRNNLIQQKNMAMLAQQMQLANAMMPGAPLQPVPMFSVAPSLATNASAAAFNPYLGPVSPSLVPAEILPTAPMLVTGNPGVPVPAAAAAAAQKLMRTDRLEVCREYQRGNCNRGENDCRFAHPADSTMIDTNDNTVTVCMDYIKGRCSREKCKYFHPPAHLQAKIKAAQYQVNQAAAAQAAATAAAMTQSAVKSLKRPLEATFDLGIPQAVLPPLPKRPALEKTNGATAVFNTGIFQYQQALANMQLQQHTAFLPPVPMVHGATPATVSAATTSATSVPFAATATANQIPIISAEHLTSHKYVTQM
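His-tagged MBNL1 binding to biotinylated (CUG)12 RNA was measured by TR-FRET using terbium anti-His antibody (0.055 ng/ul final) and streptavidin-XL665 (5 nM final). Compounds were titrated 92 nM to 58 uM; 60 min at room temperature.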
KCNH2 3.1 block – inhibitors of human KCNH2 3.1 potassium channel isoform. U2OS KCNH2 3.1, thallium flux FluxOr; hits give low values. activity change, % (tested at about 1.8 µM). actives 0.95% (n = 340,000);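 active = maximum activity change below -70%; inconclusive = maximum activity change from -70% to -50%; inactive = maximum activity change above -50%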;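 note: thallium influx rate constant from kinetic fluorescence after stimulation buffer; % is set by controls: 0 for no effect and ±100 for the full control effect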
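FluxOr-based Tl+ influx in U2OS cells transduced with KCNH2 3.1 virus; rate constants normalized to DMSO controls.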
A-T KAP1 phos – potential ataxia-telangiectasia treatment. Potency, µM (doses to about 57.5 µM), without a hit: top-dose activation, most hits filed as activators. AID 485349. actives 0.19% (n = 320,000). […] A-T fibroblasts, KAP-1 phosphorylation AlphaLISA; neocarzinostatin DNA damage 30 min before lysis; note: potency is the fitted concentration of half-maximal effect; % of control where 0% means no effect; nearly all actives have a fitted effect of over 45% in size
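hTERT-immortalized A-T patient fibroblasts ([…]), 500 cells/well in OPTI-MEM, 1% FBS, got compounds for 60 min, then NCS for 30 min at 37C. Lysates were then assayed for phospho-KAP-1 by AlphaLISA (anti-pKAP1 donor, anti-KAP1 acceptor beads), 6 hr at 25C.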
Numbers without * were called inactive; ? = inconclusive; · = not tested or not shown; [ ] = another dose, or the depositor's remark. Unless noted, calls come from the whole dose curve; as a rule, active = well fitted curve in the direction sought with a large enough effect; inconclusive = small, poorly fitted or top-dose-only effect, or another doubt; inactive = no such curve, though single readings can be large; an effect the other way counts as inactive or inconclusive. Not all compounds are listed; rates above refer to the full screens.

Results follow in this order: Integrin act MD	MLL CXXC-DNA inh	TRPV1 agonist	FBPA coupling cs	GALK inhibitor	hERG WT inh	ASM inhibitor	MBNL1-CUG inh	KCNH2 3.1 block	A-T KAP1 phos
> CSc1nc(NC(C)C)nc(NC(C)C)n1
 : -2.6%	·	·	2.0	·	2.0	-1.0%	·	7.5	·
> Cc1cccc(OP(=O)(Nc2cccnc2)Oc2cccc(C)c2)c1
 : 7.3%	2.7%	?	-1.7	2.8%	-9.4	·	?	-0.9	4.8%
> COc1ccc(C2(C#N)CCN(C)CC2)cc1
 : 7.3%	-1.2%	4.0	2.3	·	-3.1	2.8%	-1.3%	-36.9	-6.8%
> Cn1c(=O)cc(OCC(=O)N2CCN(C3CCCCC3)CC2)c2ccccc21
 : -2.5%	-0.8%	-3.2	-1.9	-1.9%	-1.4	4.3%	?	-3.0	-1.8%
> COc1ccc(C(CNC(=O)c2ccc3c(c2)CCC3)N(C)C)cc1 (centres undefined)
 : -16.1%	-1.5%	-0.4	0.4	-5.7%	1.3	6.6%	-5.4%	13.2	0.7%
> CCn1cc(C(=O)c2cccs2)c2ccccc21
 : -20.7%	0.8%	1.6	0.0	0.9%	-11.8	3.1%	25.7%	-0.8	1.1%
> COC(=O)C1=C(c2ccc(F)cc2OCc2ccccc2)C[C@@H]2CC[C@H]1N2C(=O)NC1Cc2ccccc2C1
 : -18.2%	·	-6.2	·	·	-14.7	-2.9%	·	-27.3	-9.9%
> CC(ON1CC1(C(F)(F)F)C(F)(F)F)(C(N)=O)C(N)=O (centres undefined)
 : 21.0%	-7.8%	6.6	2.6	0.9%	-2.4	2.2%	·	5.1	3.7%
> Cc1cccc(-n2c(C)nc3ccccc3c2=O)n1
 : 0.7%	7.7%	4.1	4.7	-0.2%	-14.1	1.8%	-5.7%	-13.9	-0.3%
> CC1(C)OC(c2ccccc2)=C/C(=C/C=C2C(=O)NC(=O)NC2=O)O1
 : -5.1%	67.2%[activator]	7.5	-0.3	4.4%	·	20.2%	?	-16.2	-3.0%
> O=C1NC(=O)C(=Cc2cccs2)C(=O)N1
 : -13.5%	·	·	·	·	6.5	2.1%	·	-3.2	·
> Cc1cc(C=C2C(=O)NC(=O)NC2=O)c(C)n1-c1cccnc1
 : -0.2%	?	3.0	2.4	3.5%	2.6	-3.6%	5.6%	10.2	40.9%
> Cn1c(O)c(C=NCc2ccco2)c(=O)n(C)c1=O
 : 20.6%	-3.0%	2.0	-0.5	1.7%	-3.9	-0.1%	-11.9%	-3.7	·
> CC(C)C[C@H](NP(=O)(O)O[C@@H]1O[C@@H](C)[C@H](O)[C@@H](O)[C@H]1O)C(=O)N[C@@H](Cc1c[nH]c2ccccc12)C(=O)O
 : ·	·	-1.9	·	·	-8.1	-5.8%	·	17.7	12.3%
> COC(=O)C1=C(c2ccc(OC)c(OC)c2)C[C@@H]2CC[C@H]1N2C(=O)N1CCC(C)CC1
 : 0.8%	·	6.5	·	·	-26.5	5.7%	·	12.5	9.3%
> NP(=O)(Oc1ccccc1)Oc1ccccc1
 : 0.0%	·	·	·	·	-1.1	0.7%	·	1.0	·
> COC(=O)C1=C(c2ccc(F)cc2OCc2ccccc2)C[C@@H]2CC[C@H]1N2C(=O)NC1CCCCC1
 : 0.0%	·	?	·	·	-4.0	2.6%	·	2.5	9.3%
> COc1ccc(C)cc1NC1=NCCCS1
 : 24.7%	5.4%	-3.6	-3.0	11.8%	-10.4	-1.0%	-6.1%	-3.9	-2.8%
> CC1CCC(C)(NS(=O)(=O)OCC(Cl)(Cl)Cl)CC1 (centres undefined)
 : -0.9%	-7.3%	20.4	0.3	·	·	-4.8%	8.0%	·	32.4%
> O=C(c1cn(Cc2ccccc2)c2ccccc12)N1CCCCC1
 : 1.7%	3.0%	?	10.4	-0.3%	1.2	-0.4%	8.6%	-21.7	3.2%

Random excerpt: five compounds from above, in no set order.
Results follow in this order: Integrin act MD	MLL CXXC-DNA inh	TRPV1 agonist	FBPA coupling cs	GALK inhibitor	hERG WT inh	ASM inhibitor	MBNL1-CUG inh	KCNH2 3.1 block	A-T KAP1 phos
> COc1ccc(C)cc1NC1=NCCCS1
 : 24.7%	5.4%	-3.6	-3.0	11.8%	-10.4	-1.0%	-6.1%	-3.9	-2.8%
> CSc1nc(NC(C)C)nc(NC(C)C)n1
 : -2.6%	·	·	2.0	·	2.0	-1.0%	·	7.5	·
> COC(=O)C1=C(c2ccc(OC)c(OC)c2)C[C@@H]2CC[C@H]1N2C(=O)N1CCC(C)CC1
 : 0.8%	·	6.5	·	·	-26.5	5.7%	·	12.5	9.3%
> COc1ccc(C(CNC(=O)c2ccc3c(c2)CCC3)N(C)C)cc1 (centres undefined)
 : -16.1%	-1.5%	-0.4	0.4	-5.7%	1.3	6.6%	-5.4%	13.2	0.7%
> O=C(c1cn(Cc2ccccc2)c2ccccc12)N1CCCCC1
 : 1.7%	3.0%	?	10.4	-0.3%	1.2	-0.4%	8.6%	-21.7	3.2%

New compounds follow:
Results follow in this order: Integrin act MD	MLL CXXC-DNA inh	TRPV1 agonist	FBPA coupling cs	GALK inhibitor	hERG WT inh	ASM inhibitor	MBNL1-CUG inh	KCNH2 3.1 block	A-T KAP1 phos
> CCC1=Nc2cc(C(=O)N3CCC4(CC3)OCCO4)ccc2Sc2ccc(C)cc21
 : -25.8%	5.8%	?	-6.7	-10.3%	6.4	-1.7%	10.5%	5.1	3.9%
> CCOC(=O)[C@@]1(C#N)C(c2ccc(Cl)c(Cl)c2)[C@H](C(N)=O)N2C=C(C(C)=O)C=C[C@H]21 (some centres undefined)
 : 0.0%	?	-2.6	1.0	2.4%	0.8	-0.6%	16.1%	-2.5	0.0%
> Cc1ccc(N/N=C/c2c(O)n(-c3ccccc3)c(=O)[nH]c2=O)cc1
 : -3.2%	-5.1%	2.2	0.2	-1.1%	-3.4	-0.8%	?	11.9	-4.7%
> CCOc1ccc(-n2c(O)c(C=NCCN(CC)CC)c(=O)[nH]c2=O)cc1
 : 33.6%	14.8%	-1.9	-3.8	1.8%	8.4	0.5%	0.0%	-0.7	-1.9%
> CCC(=Nc1ccccc1N)c1c(O)[nH]c(=O)[nH]c1=O
 : -20.2%	37.2%[activator]	19.5	1.1	·	-7.1	-0.5%	8.5%	-7.3	-11.4%
> C[n+]1ccc(-c2ccccc2)c2ccccc21
 : -30.2%	·	-4.3	·	·	23.8	18.4%	·	-3.7	5.3%
> C[C@]12CC[C@H](O)C[C@@H]1CC[C@@H]1[C@@H]2CC[C@]2(C)[C@@H](C(=O)O)C[C@@H]12
 : -4.3%	·	-4.7	·	·	-14.8	2.5%	·	9.8	11.0%
> O=C1NC(=S)NC(=O)C1=Cc1c(Cl)cccc1Cl
 : ?	·	·	·	·	2.3	-2.5%	·	-27.8	·
> CCNC(=O)[C@H]1O[C@@H](n2cnc3c(N)ncnc32)[C@H](O)[C@@H]1O
 : ·	16.1%	1.4	2.5	-1.3%	18.0	4.1%	2.7%	14.3	·
> CNC(=O)Oc1ccc(C(=O)N2c3ccccc3NC(=O)C2C)cc1 (centres undefined)
 : 7.1%	11.4%	-1.8	6.4	3.2%	22.4	-1.7%	-4.8%	-15.8	9.5%
> COCCNC(=O)CN1C2CCC1CC(O)(c1cccnc1)C2 (centres undefined)
 : 7.1%	6.4%	-0.4	1.6	4.3%	28.8	-3.1%	-6.8%	16.3	4.2%
> CC[N+](CC)(CC)CCCOC(=O)C(O)(c1ccccc1)C1CCCCC1 (centres undefined)
 : 8.6%	-1.3%	4.0	-3.5	-2.9%	0.8	4.5%	-2.7%	-3.4	5.3%
> CN1C(=O)N(C)C(=O)C2(Cc3cc(NC(=O)c4ccc(F)cc4)ccc3N3CCCC32)C1=O (centres undefined)
 : 2.8%	22.6%	-1.1	·	-1.7%	1.5	26.8%	-0.3%	5.1	8.7%
> OC(CCNCCc1c[nH]c2ccccc12)C(F)(F)Cl (centres undefined)
 : -6.2%	18.3%	0.1	1.1	0.3%	-10.5	2.8%	-5.7%	0.7	-3.6%
> CC(NC(=O)Cc1cccc2ccccc12)C(=O)N1CCC(=O)CC1 (centres undefined)
 : -25.4%	1.4%	-0.2	1.7	-1.4%	-2.2	0.2%	-7.8%	2.1	0.3%
